All columns: NCI-60 one-dose screen, growth in % after 48 h at 10 µM unless noted; 100 = growth as untreated, 0 = no growth, -100 = all killed.
SK-MEL-28: SK-MEL-28 melanoma; hit rate 4.1% among 81,000
HS 578T: HS 578T breast cancer; hit rate 4.1% among 78,000
UACC-257: UACC-257 melanoma; AID 1794764; hit rate 4.4% among 78,000
SK-MEL-5: SK-MEL-5 melanoma; AID 1794755; hit rate 6.4% among 80,000
LOX IMVI: LOX IMVI melanoma | hit rate 7.4% among 79,000
SK-MEL-2: SK-MEL-2 melanoma. hit rate 4.7% among 77,000. AID 1794763
UACC-62: UACC-62 melanoma. hit rate 5.4% among 81,000
MALME-3M: MALME-3M melanoma | hit rate 5.8% among 78,000 | AID 1794766
Numbers without * were called inactive; nt = no result given; & = joins results of further samples; [ ] = dose if it differs, or a comment. The calls were made as follows: active = growth percent below 10; inactive = the rest.

[1] N#Cc1c(-c2ccc(Cl)cc2)nc(N/N=C/c2cccc(Br)c2)nc1N1CCOCC1
[2] OCCCC1CCN(CCO)CC1
[3] C=CCNC(=S)NNC(=S)NCC=C
[4] CCOCCNc1ccc(S(=O)(=O)c2ccc(N)cc2)cc1N
[5] O=C(CCN1C(=O)CCC1=O)Nc1nccs1
entry no.,1,2,3,4,5
SK-MEL-28,99,108,113,112,108
HS 578T,82,nt,108,99,101
UACC-257,72,99,96,93,103
SK-MEL-5,86,108,98,102,101
LOX IMVI,80,92,106,91,97
SK-MEL-2,94,112,117,111,102
UACC-62,93,104,97,95,89
MALME-3M,133,102,105,109,95

[6] COc1ccccc1-c1cc(=O)c2c(OC)c3ccoc3cc2o1
[7] CCCCC/C=C/C/C=C/CCCCCCCC1=NC(C)(C)CN1C(C)C
[8] COC(=O)/C=C1/SC(N2N=C(c3cccs3)CC2c2ccc(F)cc2)=NC1=O (configuration not stated)
[9] O=P(O)(O)c1cccc(Cl)c1
[10] C/C=C/C(N)=O
entry no.,6,7,8,9,10
SK-MEL-28,111,72,44,107,93
HS 578T,110,27,85,108,100
UACC-257,111,26,84,115,108
SK-MEL-5,101,30,54,103,97
LOX IMVI,97,13,-46*,92,99
SK-MEL-2,120,85,81,113,119
UACC-62,86,15,57,101,105
MALME-3M,100,56,80,103,100

[11] CC(=O)NCCCCN1CCCCC1
[12] O=C(O)c1ccc2c3c(ncnc13)-c1ccccc1C2=O
[13] CC/C(=C(\c1ccc(O)cc1)c1ccc(OCCN(C)C(=O)COCCNC(=O)c2cccc3c2CN(C2CCC(=O)NC2=O)C3=O)cc1)c1ccccc1 (configuration not stated)
[14] Clc1ccc2c(Nc3ccccc3)ccnc2c1
[15] NC(=O)c1c(NC(=O)c2ccc(C(F)(F)F)cc2)sc2cc(O)ccc12
entry no.,11,12,13,14,15
SK-MEL-28,110,30,99,113,103
HS 578T,116,5.5*,96,117,93
UACC-257,nt,38,102,104,92
SK-MEL-5,103,-69*,96,95,91
LOX IMVI,95,22,98,98,107
SK-MEL-2,108,88,100,108,111
UACC-62,nt,13,100,101,96
MALME-3M,91,-69*,87,102,100

Limited to LOX IMVI, UACC-62 and UACC-257, for some of the entries so far:
cpd | SMILES | LOX IMVI | UACC-62 | UACC-257
11 | CC(=O)NCCCCN1CCCCC1 | 95 | nt | nt
12 | O=C(O)c1ccc2c3c(ncnc13)-c1ccccc1C2=O | 22 | 13 | 38
13 | CC/C(=C(\c1ccc(O)cc1)c1ccc(OCCN(C)C(=O)COCCNC(=O)c2cccc3c2CN(C2CCC(=O)NC2=O)C3=O)cc1)c1ccccc1 (configuration not stated) | 98 | 100 | 102
14 | Clc1ccc2c(Nc3ccccc3)ccnc2c1 | 98 | 101 | 104

The main list resumes; the 2 compounds before the break are reprinted first.
[14] Clc1ccc2c(Nc3ccccc3)ccnc2c1
[15] NC(=O)c1c(NC(=O)c2ccc(C(F)(F)F)cc2)sc2cc(O)ccc12
[16] O=C(O)CCC(=O)Nc1nnc(-c2ccccc2)s1
[17] NC1=C(O)C(=O)C(c2ccc3c(c2)CCC3)O1 (configuration not stated)
[18] CN(C)CCn1cc(-c2ccc3c(Nc4ccc(CC(=O)Nc5cccc(F)c5)cc4)ncnc3c2)cn1
[19] Cc1ccc(S(=O)(=O)Nc2c(C)cc([N+](=O)[O-])cc2C)cc1
[20] C#COc1cccc(Nc2c(C#N)cnc3ncc(NC(=O)C=C)cc23)c1
entry no.,14,15,16,17,18,19,20
SK-MEL-28,113,103,107,113,-90*[30 µM],104,89[6.25 µM]
HS 578T,117,93,111,88,-49*[30 µM],105,105[6.25 µM]
UACC-257,104,92,104,100,-60*[30 µM],113,90[6.25 µM]
SK-MEL-5,95,91,103,80,nt,101,97[6.25 µM]
LOX IMVI,98,107,100,104,-50*[30 µM],91,89[6.25 µM]
SK-MEL-2,108,111,106,113,37[30 µM],87,88[6.25 µM]
UACC-62,101,96,98,92,-82*[30 µM],107,90[6.25 µM]
MALME-3M,102,100,114,99,-92*[30 µM],104,97[6.25 µM]

[21] COc1cc(C2C3CSCN3[C@@]3(C(=O)Nc4ccccc43)C2C(=O)c2nc3ccccc3[nH]2)cc(OC)c1OC (some centres not stated)
[22] CN(C)CCC(=O)c1cccc(O)c1
[23] COc1ccc(-c2nc3ccc(C)cc3c3c2c(=O)n(C)c(=O)n3C)cc1
[24] CCN(CC)CCOC(=O)c1cccnc1
[25] COc1cccc(C)c1OC
entry no.,21,22,23,24,25
SK-MEL-28,107,114,88,98,100
HS 578T,102,122,67,92,92
UACC-257,88,104,91,nt,99
SK-MEL-5,103,104,85,98,nt
LOX IMVI,101,104,72,91,104
SK-MEL-2,115,112,111,91,109
UACC-62,87,95,47,103,103
MALME-3M,100,100,91,91,104

[26] O[C@@H]1Cc2cc(OC(F)(F)F)ccc2N[C@H](c2ccco2)C1
[27] COc1nc2cc(C)ccc2cc1-c1nc2c(cnn2-c2ccc(Br)cc2)c(=O)[nH]1
[28] Cc1nc(-c2cc3ccccc3oc2=O)ccc1C(=O)/C=C/c1ccc(F)cc1
[29] CSc1ccc(NCc2cn(-c3ccc(C(F)(F)F)cc3)nc2-c2ccc(C(=O)O)cc2)cc1
[30] CN(C)CCCC1(c2ccc(F)cc2)OCc2cc(-c3ccc(C(F)(F)F)nc3)ccc21 (configuration not stated)
entry no.,26,27,28,29,30
SK-MEL-28,113,99,103,103,81
HS 578T,nt,100,79,104,62
UACC-257,97,114,108,97,-32*
SK-MEL-5,102,88,97,90,75
LOX IMVI,87,91,50,96,nt
SK-MEL-2,130,96,96,88,94
UACC-62,97,91,85,101,86
MALME-3M,110,109,84,91,35

[31] CC(C)c1ccc(C(=O)O)cc1
[32] COC(=O)[C@H](C)NC(=O)[C@@H](OC)[C@@H]1Cc2cc3cc(OC4CC(OC5CC(O)C(O)C(C)O5)C(O)C(C)O4)c(C)c(O)c3c(O)c2C(=O)[C@H]1OC1CC(OC2CC(OC3CC(C)(O)C(O)C(C)O3)C(O)C(C)O2)C(O)C(C)O1 (some centres not stated)
[33] CCOC(=O)C(C)CCc1ccncc1 (configuration not stated)
[34] C/C(=C\c1ccccc1)c1ccccc1
[35] CCOC(=O)/C(=C(\C)N)C1CC(=O)NC1=O (configuration not stated)
entry no.,31,32,33,34,35
SK-MEL-28,117&117,-38*,108,106,98
HS 578T,108&102,-7.4*,99,102,97
UACC-257,98&82,-0.4*,100,117,101
SK-MEL-5,112&88,-67*,101,93,98
LOX IMVI,93&92,-27*,104,104,96
SK-MEL-2,105,nt,102,nt,123
UACC-62,98&98,-53*,102,97,103
MALME-3M,94&97,-49*,112,106,111

[36] CCOC(=O)c1cc(C)nnc1C(=O)OCC
[37] Cc1ccc(-c2nc3sccn3c2/C=C/C(=O)c2ccccc2C(F)(F)F)cc1
[38] Cn1cc(-c2csc(-c3c[nH]c4ccc(Br)cc34)n2)c2cnccc21
[39] CCOC(=O)C1=C(N)Oc2cc(OC)ccc2C1c1ccc(F)c(F)c1 (configuration not stated)
[40] COc1ccc2c(c1)oc1c(C)c3c(cc12)C(=O)N(N)C3=O
entry no.,36,37,38,39,40
SK-MEL-28,104,78,-94*,63,105
HS 578T,105,69,-61*,28,93
UACC-257,108,87,-50*,53,107
SK-MEL-5,nt,92,-68*,13,95
LOX IMVI,100,96,-93*,44,89
SK-MEL-2,129,71,-66*,12,103
UACC-62,106,63,-91*,25,93
MALME-3M,130,103,-89*,59,109

Four entries from above, arranged by length of the SMILES, falling:
[28] Cc1nc(-c2cc3ccccc3oc2=O)ccc1C(=O)/C=C/c1ccc(F)cc1
[26] O[C@@H]1Cc2cc(OC(F)(F)F)ccc2N[C@H](c2ccco2)C1
[40] COc1ccc2c(c1)oc1c(C)c3c(cc12)C(=O)N(N)C3=O
[5] O=C(CCN1C(=O)CCC1=O)Nc1nccs1
entry no.,28,26,40,5
SK-MEL-28,103,113,105,108
HS 578T,79,nt,93,101
UACC-257,108,97,107,103
SK-MEL-5,97,102,95,101
LOX IMVI,50,87,89,97
SK-MEL-2,96,130,103,102
UACC-62,85,97,93,89
MALME-3M,84,110,109,95

(list continues)
[41] CO/C(=C\c1ccc(O)cc1)C(=O)N/C=C/c1cc(Br)c(O)c(Br)c1
[42] COc1cc(OC)c(C(=O)CCN(C)C)cc1OC
[43] NC(=O)c1c(NC(=O)c2ccc3c(c2)OCO3)sc2c1CCC(=O)C2
[44] CC(=O)N(CC#CCN(C(C)=O)c1ccccc1)c1ccccc1
[45] Cn1c(=O)c2c(nc3n2CCCN3c2ccc(F)cc2)n(C)c1=O
entry no.,41,42,43,44,45
SK-MEL-28,87,108,-39*,92,104
HS 578T,88,93,17,100,110
UACC-257,84,96,nt,95,113
SK-MEL-5,nt,94,-94*,100,nt
LOX IMVI,64,94,15,93,101
SK-MEL-2,95,123,-58*,109,118
UACC-62,86,88,-38*,100,105
MALME-3M,98,87,-44*,94,111

[46] CCCCCCCCCCCCCCCCCCOc1ccccc1CC(=O)OCC[N+](C)(C)C
[47] Nc1nc(-c2ccccc2)c(CCCOc2ccc(NC(=O)CBr)cc2)c(=O)[nH]1
[48] COc1ccc(C2Cc3cnccc3-c3[nH]c4ccncc4c32)c(OC)c1OC (configuration not stated)
[49] COc1cc(C(=O)/C=C/c2cn(Cc3ccc(Cl)cc3)c3ccccc23)cc(OC)c1OC
[50] O=C(O)/C(=C/c1cccc(Cl)c1)c1ccc(Cl)cc1
entry no.,46,47,48,49,50
SK-MEL-28,65,104,94,90,111
HS 578T,17,99,80,77,107
UACC-257,22,87,95,83,101
SK-MEL-5,25,93,53,81,112
LOX IMVI,29,20,79,82,100
SK-MEL-2,65,101,84,83,110
UACC-62,19,90,53,55,97
MALME-3M,27,123,93,77,110

[51] C[C@@H](C(=O)NCCCC#Cc1cnc(Nc2ccc(C#N)cc2)nc1NC1CC1)N(C)C(=O)/C=C/CN(C)C
[52] N#Cc1c(-c2ccccc2)cc(-c2ccc(Nc3nc(Nc4ccc(Cl)cc4)nc(Nc4ccc(Cl)cc4)n3)cc2)nc1N
[53] O=C1Nc2ccccc2[C@]12CC(c1ccccc1)=NN2
[54] O=C(Nc1ccc2c(O)cc(S(=O)(=O)O)cc2c1)c1ccccc1
[55] O=C(CC(=O)c1ccccn1)c1ccccc1
entry no.,51,52,53,54,55
SK-MEL-28,52,-81*,59,104,90
HS 578T,59,14,58,100,93
UACC-257,40,-12*,68,79,100
SK-MEL-5,36,-14*,30,97,70
LOX IMVI,49,-89*,40,93,57
SK-MEL-2,65,34,45,103,68
UACC-62,52,54,20,93,80
MALME-3M,22,-68*,37,99,87

[56] CCOC(=O)/C(=C\c1cccc(Br)c1)C(C)=O
[57] CCn1cc(C(=O)O)c(=O)c2cc(F)c(N3CCN(C(C)C(=O)Nc4ccc(/C(C)=N/OC)cc4)CC3)cc21 (configuration not stated)
[58] COc1ccc(/C=C/C(=O)c2cccc(NC(=O)CSc3nc4ccccc4c(=O)n3-c3ccccc3)c2)cc1OC
[59] Cc1nc2sc(C(=O)Nc3ccncc3)c(N)c2cc1C(C)O (configuration not stated)
[60] O=C1Nc2cc(-c3ccc(O)cc3)ccc2/C1=C/c1ccc[nH]1
entry no.,56,57,58,59,60
SK-MEL-28,108,99,115,87,24
HS 578T,106,94,100,84,18
UACC-257,110,105,110,92,20
SK-MEL-5,93,92,99,92,-17*
LOX IMVI,105,77,92,100,-6.8*
SK-MEL-2,125,96,104,91,2.2*
UACC-62,nt,97,90,80,16
MALME-3M,nt,85,107,113,15

[61] O=C1C=C(c2ccccc2)C(c2ccccc2)C1 (configuration not stated)
[62] CC(=O)Nc1ccc2c(c1)[nH]c(=O)c1ccccc12
[63] CCCCC1(C(O)CC)Sc2ccccc2N1C (configuration not stated)
[64] CCN(CC)CCCNC
[65] O=C(O)/C=C/c1ccccc1[N+](=O)[O-]
entry no.,61,62,63,64,65
SK-MEL-28,104,99,96,108,121
HS 578T,118,102,111,113,nt
UACC-257,102,101,95,115,114
SK-MEL-5,105,94,104,112,101
LOX IMVI,115,94,111,106,100
SK-MEL-2,115,92,87,nt,120
UACC-62,97,92,89,100,nt
MALME-3M,128,97,99,131,90

Some of the entries so far, with values under each structure.
Values run as follows: SK-MEL-28 | HS 578T | UACC-257 | SK-MEL-5 | LOX IMVI | SK-MEL-2 | UACC-62 | MALME-3M
15. NC(=O)c1c(NC(=O)c2ccc(C(F)(F)F)cc2)sc2cc(O)ccc12
→ 103 | 93 | 92 | 91 | 107 | 111 | 96 | 100
16. O=C(O)CCC(=O)Nc1nnc(-c2ccccc2)s1
→ 107 | 111 | 104 | 103 | 100 | 106 | 98 | 114
17. NC1=C(O)C(=O)C(c2ccc3c(c2)CCC3)O1 (configuration not stated)
→ 113 | 88 | 100 | 80 | 104 | 113 | 92 | 99
18. CN(C)CCn1cc(-c2ccc3c(Nc4ccc(CC(=O)Nc5cccc(F)c5)cc4)ncnc3c2)cn1
→ -90*[30 µM] | -49*[30 µM] | -60*[30 µM] | nt | -50*[30 µM] | 37[30 µM] | -82*[30 µM] | -92*[30 µM]

(cont.)
[66] COc1ccc(Oc2nc(Nc3ccc(N4CCOCC4)cc3)ncc2NC(=O)Nc2cccc(OC)c2)cc1
[67] COc1cc2c(cc1Cc1cccc(Cl)c1F)c(=O)c(C(=O)O)cn2[C@@H](CO)C(C)C
[68] CCN(CC)C(=NC(C)(C)C)c1ccccc1
[69] O=C(OCC1OC(n2ccc(=O)[nH]c2=O)C2OC12)c1ccccc1 (configuration not stated)
[70] O=C1Nc2ccccc2C1O (configuration not stated)
entry no.,66,67,68,69,70
SK-MEL-28,61,81,105,102,105
HS 578T,60,70,113,100,101
UACC-257,91,77,97,100,102
SK-MEL-5,22,59,104,nt,105
LOX IMVI,77,39,94,101,99
SK-MEL-2,39,71,nt,102,103
UACC-62,47,42,107,100,102
MALME-3M,70,87,96,nt,111
